# RAD54 branch: blocks human RAD54 Holliday junction branch migration; Q92698; FAM/BHQ fluorescence; inhibition, % at 10.4 µM; 360,000 tested, 0.14% active; AID 602329;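 active = mean normalized replicate activity at least 40 and at least half of replicates scoring 40 or more; inconclusive = only one of the two criteria met; inactive = mean below 40 and under half of replicates reaching 40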;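 also: 0% = median of neutral control wells and 100% = median of positive control wells; inhibitors cause a drop in the FAM fluorescence signal; in these data hits start at about 50%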
# GSIS activator: GLuc luminescence reporter in INS-1E cells, primary screen for activators of glucose-dependent secretion of insulin | 370,000 tested, 0.61% active | INS-1E GLuc reporter insulin secretion, 2-3 h | activation, % at 16.6 µM;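 active = lowest replicate activation of at least 40%, so every replicate reaches that level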;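 also: 0% = median of neutral control wells and 100% = median of IBMX positive control wells; some compounds called inactive have numbers as strong as hits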
# XiGFP reactiv: reactivates the inactive X chromosome in mouse fibroblasts | XiGFP mouse fibroblasts, % GFP-positive cells imaging, 3 d; cells co-treated with 5-aza-dC sensitizer; scaled so ellipticine positive control = 100% | activation, % at 7.58 µM | 360,000 tested, 0.055% active | AID 743238;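 active = mean normalized replicate activation at least 10% and every replicate at or above 10%; inconclusive = only one of the two criteria met; inactive = mean below 10% and not all replicates reach 10%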;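 also: 0% = median of on-plate neutral control wells and 100% = ellipticine 6 µM median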
#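 Assay system: SV40-immortalized XiGFP fibroblast cells, line 68-5-11; buffer or medium: DMEM plus 5-aza-dC sensitizer; compound: one concentration, pinned; timing: compounds 3 days, fix/stain 15 min at room temperature; benchmarks: positive control ellipticine, 6 µM final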
# RAD52 anneal inh: blocks human RAD52 DNA annealing. P43351. recombinant RAD52 DNA annealing, FRET fluorescence. inhibition, % at 18.7 µM. 360,000 tested, 0.46% active. AID 651710;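 active = every replicate showing at least 50% inhibition; inconclusive = mean inhibition at least 50% but not in every replicate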
# Target sequence (P43351 whole entry, looked up): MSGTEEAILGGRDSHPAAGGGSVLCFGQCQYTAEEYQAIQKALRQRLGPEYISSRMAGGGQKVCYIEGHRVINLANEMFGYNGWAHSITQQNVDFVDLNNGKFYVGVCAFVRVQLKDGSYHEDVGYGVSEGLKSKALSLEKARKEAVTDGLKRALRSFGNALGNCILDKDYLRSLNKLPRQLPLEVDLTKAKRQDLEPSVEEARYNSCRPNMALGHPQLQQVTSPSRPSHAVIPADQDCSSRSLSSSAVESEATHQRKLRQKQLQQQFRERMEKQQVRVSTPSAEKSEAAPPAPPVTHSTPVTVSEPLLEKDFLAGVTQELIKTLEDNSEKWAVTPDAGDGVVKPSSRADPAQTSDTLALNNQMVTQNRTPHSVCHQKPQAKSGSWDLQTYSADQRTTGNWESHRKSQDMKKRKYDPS
# E-sel inducer: E-selectin induction on HUVECs; 260,000 tested, 0.37% active; HUVEC E-selectin immunofluorescence imaging; normalized: neutral wells 0, TNF-alpha wells 100; P16581; activation, % at 7.58 µM;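 active = mean E-selectin-positive cell signal at least 10% of the positive control, reached in at least 60% of replicates, without over 20% cell loss; inconclusive = no rule given, readout overlaps actives, possibly toxicity-flagged; inactive = the rest, including those meeting only one limit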;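 also: in these data hits start at about 27%; measured in HUVEC primary endothelial cells; signal is the percent of cells scored E-selectin positive by PE staining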
#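 Read-out basis: % PE-positive cells; Test system: HUVEC primary endothelial cells; Technique: immunofluorescence imaging; Dosing: single-point compound dose.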
# CFTR F508del cor: CFTR F508del correction in bronchial cells; CFBE cells, YFP halide quenching; stimulated with forskolin plus potentiator P3; % fluorescence drop versus neutral controls; activity (quench increase), % at 7.58 µM; 350,000 tested, 0.36% active; AID 720511;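 active = mean added fluorescence quench of at least 8% versus neutral control, with both replicates also reaching 8%; inconclusive = only one of the mean or replicate conditions met; inactive = mean below 8% and not both replicates reaching 8%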;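 also: cells transiently co-express mutant CFTR-F508del with the halide-sensitive YFP; corrector assay measuring rescue of mutant channel to the surface after 24 h compound exposure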
# DENV2 CPE rescue: protects cells from dengue virus 2 cytopathic effect; DENV2-infected cells, cytopathic effect rescue, plate reader; 350,000 tested, 1.7% active; CPE inhibition, % at 9.99 µM; in the data active = CPE inhibition above about 20%, passing the limit was not always enough; inconclusive = no clear call, values can overlap the other calls; tested in BHK-21 cells;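 also: 0% = median of neutral control wells and 100% = median of positive control wells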
# Casp6 inh: blocks human caspase-6 cleavage activity. purified caspase-6, Z-VEID-R110 cleavage fluorescence. inhibition, % at 12.5 µM. 350,000 tested, 0.53% active. AID 686996;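 active = mean inhibition across replicates at least about 35%, with every replicate also reaching that limit, limit read from the data; inconclusive = only one of the two criteria met; inactive = neither criterion met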;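 also: 0% = median of neutral control wells and 100% = no fluorescence left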
# Target sequence (P55212 24-179 limits assumed): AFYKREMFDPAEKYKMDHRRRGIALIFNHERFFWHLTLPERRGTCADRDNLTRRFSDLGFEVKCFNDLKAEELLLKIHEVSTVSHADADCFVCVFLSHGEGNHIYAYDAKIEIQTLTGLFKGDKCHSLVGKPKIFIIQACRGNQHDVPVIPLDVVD
# Target sequence (P55212 194-293 limits assumed): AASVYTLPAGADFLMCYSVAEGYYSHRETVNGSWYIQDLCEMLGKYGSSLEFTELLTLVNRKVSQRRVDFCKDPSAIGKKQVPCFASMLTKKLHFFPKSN
# The depositor's hits bear a star; ? = inconclusive; nt = not tested or not shown; & = joins results of further samples.
SMILES,RAD54 branch,GSIS activator,XiGFP reactiv,RAD52 anneal inh,E-sel inducer,CFTR F508del cor,DENV2 CPE rescue,Casp6 inh
CCCCSc1nnc(-c2ccccc2NC(C)=O)c(=O)[nH]1,nt,1,0.0,-24,nt,-1.6,-4,11
CCc1ccccc1NC(=O)CN1CCN(CC(=O)NCc2ccc(Cl)cc2)CC1,4,-41,0.0,-16,nt,2.2,-2,-2
N#Cc1cccc(-c2ccc3c(c2)[C@@H]2[C@@H](CCN2S(=O)(=O)c2cccc(F)c2)[C@H](CO)N3)c1,11,-14,0.0,10,1.5,-2.8,6,0
CO[C@H]1CN(C)C(=O)c2ccc(NC(C)=O)cc2OC[C@@H](C)N(CC2CC2)C[C@@H]1C,5,21,-0.4,11,-0.1,3.9,4,0
Cc1noc(C)c1S(=O)(=O)N(C)C[C@H]1Oc2ccc(NC(=O)Cc3ccccc3)cc2CC(=O)N([C@H](C)CO)C[C@H]1C,-5,18,0.1,nt,26,0.9,-3,nt
O=C(c1ccncc1)N1C[C@H]2[C@@H](c3ccccc31)[C@H](CO)N2Cc1ccc(F)cc1,3,-2,0.2,-1,0.2,2.5,16,2
Cc1cc(CN(C)Cc2c(C(=O)N3CCCCCCC3)nc3ccc(Cl)cn23)n[nH]1,nt,-13,0.1,-22,nt,6.0,-6,-1
CCC(=O)Nc1cccc(C(=O)N(Cc2ccccc2)Cc2ccccc2)c1,1,-28,0.0,-10,nt,-0.1,-1,1
Cc1ccc(O)c(C(=O)c2cnc(/N=C(\N)N(C)C)nc2)c1,8,10,0.1,-7,0.1,2.7,9,-1
COc1ccc2nc(Nc3nc(-c4ccncc4)cs3)sc2c1,11,2,0.6,-15,nt,-1.4,5,-1
CSc1ncccc1C(=O)N1CCN(S(=O)(=O)c2ccc3ccccc3c2)CC1,-5,-1,-0.1,-4,nt,-0.2,6,2
CC1Sc2ccc(C(=O)N3CCCC(C(F)(F)F)C3)cc2NC1=O (stereo not given),-8,12,-0.1,0,-0.3,-1.5,2,5
C[C@H](CO)N1C[C@H](C)[C@@H](CN(C)C(=O)Cc2ccccc2)OCc2cn(nn2)CCCC1=O,-3,-3&23,-0.3&-0.1,4&-10,-0.2&2.0,-0.6&1.5,-2&-2,0&4
Cn1cccc1/C=N/N1CCN(c2ccccc2)CC1,nt,5,0.0,-19,nt,-0.2,-2,-3
CSc1ccc(-c2nc(CN(C)C3CCOC3)c(C)o2)cc1 (stereo not given),-2,5,0.2,2,-1.9,1.0,nt,7
CC(=O)c1cccc(-c2ccnc3c2CC(C(=O)Nc2cccc(N(C)C)c2)O3)c1 (stereo not given),-1,0,0.2,-23,-0.1,2.5,18,-3
C[C@H]1[C@H]2c3nc4ccccc4n3C[C@H]1ON2C1CCCCC1,0,9,0.2,-57,nt,-0.2,?,-1
CC1=C(C(=O)N(C(C)C)C(C)C)CC(CC(=O)NC2CC2)C(=O)N1CCC1=CCCCC1 (stereo not given),3,-6,nt,-5,0.0,2.9,2,2
Cc1cccnc1NC(=S)Nc1ccc(Br)cc1Cl,-2,-9,0.1,-7,nt,0.0,4,1
O=C(COc1ccc(Cl)cc1Cl)Nn1c(=S)[nH]c2ncccc2c1=O,-1,0,0.0,-7,1.5,-2.6,0,-4
O=C(NC1CCCC1)C(c1ccncc1)N(C(=O)c1csnn1)c1cccc(F)c1 (stereo not given),-15,-2,0.0,-8,nt,-0.3,10,-1
COc1ccc(S(=O)(=O)NCC(=O)N(CC(=O)NCc2ccco2)C2CCCC2)cc1,0,-3,0.0,-10,nt,-1.7,8,3
Cn1ncc(Br)c1NC(=O)CSc1ccc(Cl)cc1,nt,-13,0.2,-7,-2.9,-1.6,9,-3
O=C(c1ccccn1)N1CC2(C1)[C@H](c1ccccc1)[C@@H](CO)N2C(=O)C1CCCC1,nt,-4,0.3,9,0.0,1.3,9,-4
O=C(NCCCCCCNC(=O)c1ccccc1O)c1ccccc1O,6,-1,0.3,-2,0.7,-4.6,-1,-2
CC(C)CC#Cc1ccc([C@H]2[C@H]3CN(C(=O)NC4CCCC4)CC(=O)N3[C@H]2CO)cc1,nt,-10,0.0,-7,0.7,-1.4,11,5
COc1cc(/C=C2\SC(=Nc3ccc(O)cc3)NC2=O)cc(OC)c1OC,nt,15,0.0,-18,-0.1,3.6,-2,-1
O=C(Nc1ccccc1Cl)c1cc(C2CCCCN2C(=O)C2CCCCC2)on1 (stereo not given),-11,-41,0.1,-15,0.6,1.4,9,1
CCOC(=O)C1=C(C)NC(=O)NC1c1ccc(OC(C)C(=O)O)c(OC)c1 (stereo not given),-5,0,nt,-14,nt,nt,nt,5
NC(N)=N/N=C/c1ccccc1Cl,0,-8,0.0,-10,0.2,4.3,-8,9
O=C(c1ccc(Cl)c(S(=O)(=O)N2CCOCC2)c1)N(Cc1ccco1)Cc1cccs1,-11,2,0.1,-30,nt,-0.4,-1,-1
CC1CCCN(S(=O)(=O)Cc2ccc(Cl)cc2)C1 (stereo not given),0,-5,nt,-6,nt,-3.8,0,-3
C[C@@H]1CN([C@@H](C)CO)C(=O)Cc2cc(NC(=O)C3CCCCC3)ccc2O[C@H]1CN(C)Cc1ccc(C(=O)Nc2ccccc2N)cc1,7,9,-0.3,-7,0.3,-0.7,-9,1
CC1(C)Cc2c(sc(NC(=O)C(=O)N3CCCC3)c2C(=O)O)CO1,-4,-7,0.2,-11,-0.1,2.0,4,11
CCc1ccc(OS(=O)(=O)c2cn(C)c(=O)n(C)c2=O)cc1,nt,nt,0.0,5,-0.4,-2.0,0,-3
COc1ccc(NC(=O)c2cc3ccc4c5ccccc5[nH]c4c3cc2O)cc1,14,8,0.0,-1,-0.3,2.8,?,10
CC(C)C#Cc1ccc2c(c1)O[C@H](CN(C)C(=O)c1ccccn1)[C@H](C)CN([C@@H](C)CO)S2(=O)=O,5,-4,-0.8,14,-0.1,3.5,-1,2
C#CCn1cc(C=C2C(=O)c3ccccc3C2=O)c2ccccc21,nt,0,0.2,-21,nt,0.1,1,5
CN1CCN(C(=O)C[C@H]2C=C[C@H](NC(=O)Nc3ccccc3F)[C@@H](CO)O2)CC1,5,9,0.7,1,-0.6,3.9,?,-5
CC(=O)C1=NN(c2ccc(Cl)cc2)C(c2ccc3c(c2)OCO3)N(C(C)=O)N1C (stereo not given),nt,6,?,-5,nt,0.8,-5,-3
COc1ccccc1N1CCN(C(=O)c2cc(C(C)(C)C)oc2C)CC1,-5,nt,0.3,-22,nt,-0.6,-1,1
Cc1ccc(-c2nnc(COC(=O)c3cccs3)o2)cc1,-5,-4,0.4,-3,nt,0.3,?,-1
CCn1nc(C(=O)NCc2ccco2)c(Cl)c1Cl,nt,3,0.2,-10,nt,nt,-7,3
O=[N+]([O-])c1cc(Oc2cccnc2)cc([N+](=O)[O-])c1,nt,-2,0.1,-15,nt,nt,-1,0
O=C(Nc1ccc2c(c1)OCO2)N[C@H]1CC[C@@H](CCNC(=O)C2CCC2)O[C@H]1CO,3,-4,-0.1,5,-0.7,-0.1,-3,2
CN(C)S(=O)(=O)c1cccc(NC(=O)CSc2nc3ccccc3[nH]2)c1,nt,-6,0.0,2,nt,1.1,-5,12
CC(C)OCCCNC(=S)N1CCC(C(=O)c2ccc3c(c2)OCCO3)CC1,nt,-15,0.0,-20,nt,-1.8,0,1
CC(=O)N1CC(=O)N(Cc2ccccc2)/C(=C/c2ccccc2)C1=O,nt,33,0.4,-3,nt,3.6,0,0

# Entries of single compounds from above. Values in the order: RAD54 branch | GSIS activator | XiGFP reactiv | RAD52 anneal inh | E-sel inducer | CFTR F508del cor | DENV2 CPE rescue | Casp6 inh
# `O=C(Nc1ccc2c(c1)OCO2)N[C@H]1CC[C@@H](CCNC(=O)C2CCC2)O[C@H]1CO` is listed as 3 | -4 | -0.1 | 5 | -0.7 | -0.1 | -3 | 2
# `Cc1ccc(O)c(C(=O)c2cnc(/N=C(\N)N(C)C)nc2)c1` is listed as 8 | 10 | 0.1 | -7 | 0.1 | 2.7 | 9 | -1

# (further entries)
SMILES,RAD54 branch,GSIS activator,XiGFP reactiv,RAD52 anneal inh,E-sel inducer,CFTR F508del cor,DENV2 CPE rescue,Casp6 inh
CC(C)(C)C(=O)COC(=O)C1=NN(c2ccccc2)C(=O)CC1,0,25,0.0,-7,-1.9,-2.0,0,-1
COc1cc(N=Nc2c(C)n(C)n(-c3ccccc3)c2=O)ccc1N,-2,-2,0.2,-6,4.2,2.1,nt,-1
CCc1ccc(CN(C)C(=O)c2cc(COc3ccc(OC)cc3Cl)on2)nc1,-17,-31,1.1,-25,-0.5,-0.5,?,5
COc1cccc(CN(C)C(=O)Cc2ccc(OC)c(S(=O)(=O)N3CCOCC3)c2)c1,nt,24,-0.1,2,0.0,-5.3,0,-1
Cc1ccc(S(=O)(=O)Nc2ccc3c(c2)C(=O)N([C@@H](C)CO)C[C@@H](C)[C@@H](CN(C)Cc2ccc(Cl)c(Cl)c2)O3)cc1,0,-39,-0.6,-19,-0.7,6.1,-2,-4
CN(C(=O)CSc1nnc(CNC(=O)c2ccccc2)o1)c1ccccc1,1,12,0.3,-6,nt,1.3,9,0
COc1ccc(S(=O)(=O)Nc2ccc3c(c2)CC(=O)N([C@@H](C)CO)C[C@@H](C)[C@H](CN(C)C(=O)Nc2c(C)noc2C)O3)cc1,4,9,0.2,-15,-0.2,-0.3,-7,-2
O=c1c2ccccc2cnn1Cc1ccc(Br)cc1F,-4,-5,0.1,-5,nt,-0.3,5,8
C[C@@H](C(=O)Nc1ccc2c(c1)OCO2)n1c(=O)[nH]c2ccccc2c1=O,-10,-8,0.0,-1,nt,1.3,0,-2
C/C(CC(=O)Nc1c(C)cc(C)cc1C)=N\NC(=O)c1cnccn1,4,8,-0.2,nt,-0.5,nt,nt,nt
CSc1cccc(NC(=S)N(C(C)C)C(C)c2ccccn2)c1 (stereo not given),nt,-6,0.4,-6,-0.1,-4.5,2,8
CCOC(=O)N1CCC(=NNC(=O)NC2CCCCC2)CC1,0,-3,-0.1,-10,-0.3,-4.4,5,1
COc1ccc(C(=O)NNC(=S)NC(=O)c2ccccc2[N+](=O)[O-])cc1,nt,-10,0.0,-9,nt,nt,2,0
COc1ccc(-c2nc3c(c(=O)[nH]c(=O)n3Cc3ccccc3)n2CCO)cc1,8,25,0.2,-9,nt,2.4,-3,2
CC(=O)N[C@H]1CC[C@H](CCNC(=O)Nc2ccc(C(F)(F)F)cc2)O[C@@H]1CO,3,-31,0.0,1,-0.2,-1.8,?,-242
COc1ccc(NC(=O)N(C)C[C@H]2Oc3ccc(NC(=O)Nc4ccc5c(c4)OCO5)cc3CC(=O)N([C@H](C)CO)C[C@H]2C)cc1,1,-13,0.4,nt,-2.8,1.1,-4,nt
NC(=O)c1cccc(-c2coc3c(C(=O)NCc4cccnc4)cccc23)c1,5,-3,1.6,-2,0.1,-1.6,2,-1
COc1ccc(C(=O)OCC(=O)c2ccc3c(c2)NC(=O)CO3)cc1S(=O)(=O)N1CCOCC1,-11,17,0.1,-17,-0.1,-5.2,-9,-1
COc1cccc(-c2cnc3c(c2)C(=O)N([C@@H](C)CO)C[C@@H](C)[C@@H](CN(C)C(=O)Nc2ccccc2F)O3)c1,3,-1,-0.4,-3,0.0,1.3,11,0
COC(=O)/C=C1\OC(c2ccccc2)c2ccccc21 (stereo not given),nt,nt,0.1,-12,1.2,0.7,-1,1
